Ecoli WT growth: blocks growth of wild type E. coli BW25113. E. coli BW25113 growth inhibition, OD600. 20,000 tested, 0.05% active. inhibition, % at 10 µM; in the data active = inhibition above about 40%;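 also: bacteria exposed to compound for 20 hours at 37 °C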
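Material: bacterial strain in a whole-cell growth screen; Amount: inoculum from a 1:1000 dilution of a 1.5 h subculture; Buffer or medium: LB plus kanamycin 50 µg/mL; Dosing: one dose, 10 µM final; Times: compound exposure of 20 h at 37 °C; Measured by: absorbance at 615 nm as a measure of bacterial growth.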
Active calls of the source: *. An excerpt, so the mix of outcomes need not match the whole.

SMILES	Ecoli WT growth
COCCOC(=O)C1=C(C)N(Cc2ccccc2)C(=O)NC1c1cccc(OC)c1OC (stereo not drawn)	-16.0
COC(=O)c1cc(OC)c(OC)cc1NC(=O)c1c(-c2ccccc2)noc1C	-23.7
CC(C)(C)OC(=O)N1CC=C2C(C#N)=C(N)C(C#N)(C#N)[C@H](c3cccnc3)[C@H]2C1	6.3
Cc1ccc(S(=O)(=O)N2CCN(C(=O)CSc3nc4ccccc4c(=O)[nH]3)CC2)c(C)c1	2.1
Nc1nnc(C(=O)c2ccccc2N)s1	0.6
O=c1c(F)cn(C2CCCO2)c(=O)n1Cc1ccccc1F (stereo not drawn)	-9.6
Cc1nc2ccccc2n1CC(=O)NCc1ccccc1	-10.9
CCc1cccc(NC(=O)NC2CCCCC2)c1	-21.0
O=S(=O)(Cc1ccccc1)N1CCCCCC1	-9.6
Cc1cc(C)nc(SCCS(=O)(=O)Cc2ccccc2)n1	3.8
CCN(CC)S(=O)(=O)c1cccc(C(=O)Nc2nncs2)c1	-19.0
CC(=O)N1C(=O)N(C)C2C1N(C(C)=O)C(=O)N2C (stereo not drawn)	19.0
Cn1c(SCC(=O)Nc2ccc(N3CCOCC3)cc2)nnc1-c1ccccc1	-23.3
CCOC(=O)N1CCC(NC(=O)c2ccc(OC)c(CN3CC(=O)N4CCCC4C3=O)c2)CC1 (stereo not drawn)	-2.3
Cc1nc(C)c(C(=O)Nc2ccc(C)c(F)c2)o1	-3.6
CCc1ccc(NC(=O)CSc2nnc(Cc3cccn3C)n2-c2ccc(OC)cc2)cc1	9.3
O=C(OCn1nnc2ccccc2c1=O)c1cc2ccccc2o1	9.3
N#Cc1c(N)c(C(=O)c2ccccc2)n2c1CCCC2	-4.1
COc1cc(C)c(S(=O)(=O)Nc2ccccc2F)cc1C	-12.8
CCc1c(C)nc(N2CCN(Cc3ccccc3)CC2)[nH]c1=O	-3.8
CCC(C)NC(=O)C1(C)CCC(=O)N1CCc1ccc(OC)c(OC)c1 (stereo not drawn)	-2.1
O=C(CCn1cnc2ccccc2c1=O)Nc1nc2c(s1)CCCC2	5.2
COc1ccc(OC)c(NC(=O)C2CC(=O)n3ncnc3N2)c1 (stereo not drawn)	-16.9
O=C(O)c1ccc(COc2cccc(CO)c2)cc1	-21.7
O=C(CN1CCN(C(=O)c2ccccc2)CC1)Nc1ncc(Br)cc1Br	3.6
CCOc1ccc(C(=O)NCCN(C)C)cc1	-20.7
CS(=O)(=O)N1CCN(c2ccccc2NC(=O)CSc2ccc(Cl)cc2)CC1	-20.0
O=C(NCc1ccco1)Nc1ccccc1Cl	-14.9
COCCn1cc(C(=O)NCCCN2CCC(C)CC2)c2c3ccccc3n(C)c2c1=O	-2.4
COc1ccc(S(=O)(=O)NCC(c2cccnc2)N2CCN(C)CC2)cc1C (stereo not drawn)	6.7
Cc1cnc(NC(=O)C2CCCO2)s1 (stereo not drawn)	-18.1
Cc1cccc(C(=O)O)c1NC(=O)c1ccc(F)cc1	-2.9
COc1cc(OC)cc(-c2nc3cc(C)ccc3o2)c1	-0.8
O=C(Nc1ccc(F)cc1)N1CCN(C/C=C/c2ccccc2)CC1	-13.5
COC(=O)c1ccc(CNC(=O)CSc2nc3sc(C)c(C)c3c(=O)n2C)o1	-8.2
CN(C)c1cccc(C(=O)OCC(=O)NCc2ccco2)c1	-1.0

Sorted by molar mass (high to low): 18 of the compounds above.
SMILES	Ecoli WT growth
O=C(CN1CCN(C(=O)c2ccccc2)CC1)Nc1ncc(Br)cc1Br	3.6
CCc1ccc(NC(=O)CSc2nnc(Cc3cccn3C)n2-c2ccc(OC)cc2)cc1	9.3
CS(=O)(=O)N1CCN(c2ccccc2NC(=O)CSc2ccc(Cl)cc2)CC1	-20.0
COCCn1cc(C(=O)NCCCN2CCC(C)CC2)c2c3ccccc3n(C)c2c1=O	-2.4
COC(=O)c1ccc(CNC(=O)CSc2nc3sc(C)c(C)c3c(=O)n2C)o1	-8.2
COc1ccc(S(=O)(=O)NCC(c2cccnc2)N2CCN(C)CC2)cc1C (stereo not drawn)	6.7
CCC(C)NC(=O)C1(C)CCC(=O)N1CCc1ccc(OC)c(OC)c1 (stereo not drawn)	-2.1
O=C(CCn1cnc2ccccc2c1=O)Nc1nc2c(s1)CCCC2	5.2
O=C(Nc1ccc(F)cc1)N1CCN(C/C=C/c2ccccc2)CC1	-13.5
O=C(OCn1nnc2ccccc2c1=O)c1cc2ccccc2o1	9.3
COc1ccc(OC)c(NC(=O)C2CC(=O)n3ncnc3N2)c1 (stereo not drawn)	-16.9
COc1cc(C)c(S(=O)(=O)Nc2ccccc2F)cc1C	-12.8
CN(C)c1cccc(C(=O)OCC(=O)NCc2ccco2)c1	-1.0
COc1cc(OC)cc(-c2nc3cc(C)ccc3o2)c1	-0.8
N#Cc1c(N)c(C(=O)c2ccccc2)n2c1CCCC2	-4.1
O=C(O)c1ccc(COc2cccc(CO)c2)cc1	-21.7
O=C(NCc1ccco1)Nc1ccccc1Cl	-14.9
Cc1cnc(NC(=O)C2CCCO2)s1 (stereo not drawn)	-18.1

(cont.)
SMILES	Ecoli WT growth
Cc1ccc2[nH]c(=O)c(CNC(C)(C)C)cc2c1	-22.6
CCOC(=O)C1=C(N)N2C(=O)C(C)SC2=C(C(=O)OCC)C1c1ccccc1 (stereo not drawn)	-12.9
O=C1C2CC=C(Cl)CC2C(=O)N1CCc1ccccc1 (stereo not drawn)	-20.4
CCCC(NC(=O)CNC(=O)C(C)(C)C)C(=O)O (stereo not drawn)	-3.7
O=C(O)COc1ccc2occ(C(=O)c3ccccc3)c2c1	-1.7
Cc1cccc(N2CCN(C(=O)c3cc4c(=O)[nH]c5ccccc5c4n3C)CC2)c1C	7.4
NC(=O)Cc1c[nH]c2cccc(O)c12	0.8
COc1cc(OC)cc(-c2nc3nc(C)c(CCC(=O)O)c(C)n3n2)c1	-0.2
C/C=C/c1ccc(OCCSc2nc(C)cc(=O)[nH]2)c(OC)c1	7.9
NC(=O)CSc1cn(CCNC(=O)c2cccs2)c2ccccc12	-3.7
Cc1oc2nc(SCCCC(=O)NCCCO)nc(N)c2c1C	-3.0
Cc1ccc(N2C(=O)c3ccccc3C2O)nc1 (stereo not drawn)	-3.4
CCc1ccccc1NC(=O)c1cnc2n(c1=O)CCS2	6.0
Cc1ccc(S(=O)(=O)N2C(=O)CCC2C(=O)Nc2ccc3c(c2)OCCO3)cc1 (stereo not drawn)	-6.5
CN(C1CCS(=O)(=O)C1)S(=O)C12CC3CC(CC(C3)C1)C2 (stereo not drawn)	4.2
Cn1c(=O)[nH]c(=O)c2c1nc(N1CCc3ccccc3C1)n2CCSc1nc2ccccc2s1	-1.5
CC(=O)N(C(C)=O)c1ncc2c([nH]c3ccccc32)c1C#N	-1.9
CCOC(=O)c1[nH]nc(N)c1NC(=O)c1ccc(Cl)cc1Cl	10.9
CC1CCN(S(=O)(=O)c2cccc(C(=O)N(C)C3CCS(=O)(=O)C3)c2)CC1 (stereo not drawn)	-2.7
CC(NC(=O)c1ccc2c(c1)OCO2)C(c1cccs1)N1CCOCC1 (stereo not drawn)	16.6
COc1ccc(-c2cc(=O)n(-c3nc4ccccc4[nH]3)[nH]2)cc1	-19.3
COC(=O)c1ccccc1NC(=O)CN1CCC(n2nnc3cc(F)ccc32)CC1	-5.1
Nc1nc2n(n1)C(c1cccc(Cl)c1)CC(c1ccc(F)cc1)N2 (stereo not drawn)	-4.6
Cc1ccc(F)cc1NC(=O)c1ccc2c(c1)OCO2	-17.0
COc1cccc(C2CC(c3ccc(Cl)cc3Cl)Nc3nc(N)nn32)c1 (stereo not drawn)	-20.0
CCOC(=O)C1CCCN(Cc2nc(N)nc(Nc3ccccc3)n2)C1 (stereo not drawn)	-2.5
Cc1cc2c(nn1)CCC/C2=N\O	-1.4
O=S(=O)(CCc1nc2ccccc2o1)c1ccc(Cl)cc1	-20.2
CCc1c(C)nc2ncnn2c1N1CCC(C(=O)NCc2cccc(OC)c2)CC1	-4.2
COc1ccccc1N(CN1CCCC1=O)C(=O)c1c(F)cccc1Cl	11.6
Cc1ccc(-c2nn(C)c(=O)c3ccccc23)cc1CNC(=O)CN1CCOCC1	-9.6
CCN(CC)c1ccc(NC(=O)c2ccco2)c(C)c1	-21.2
CCc1nc2c(n1O)CCc1nonc1-2	-19.0
COC(=O)c1cc(NC(=O)C2CC=CCC2C(=O)O)cc(C(=O)OC)c1 (stereo not drawn)	-4.0
CCOC(=O)Cn1c2c(c(=N)c3ccccc31)CCC2	17.6
CCC(=O)Nc1ccc(Oc2ccc3c(c2)C(=O)NC3=O)cc1	-15.1
CN(C)c1nc(Nc2ccc(Cl)cc2)nc(OCC#N)n1	-3.5
O=C(CCCN1C(=O)c2ccccc2C1=O)N1CCC(c2ccccc2)C1 (stereo not drawn)	-4.0
CCC(=O)c1cc2c(cc1NC(=O)c1ccc(C)cc1)OCCO2	-22.5
CCCCP(=O)(CCCC)c1ccccc1C(=O)O	2.0
Cc1noc(NS(=O)(=O)c2ccc(NC(=O)CCC3CCCC3)cc2)c1C	-1.4
COc1ccc(S(=O)(=O)NC(C(C)C)C(C)C)cc1OC	0.2
CCOC(=O)c1cc2c(=O)n3cccc(C)c3nc2n(CCOC)c1=NC(=O)c1ccncc1	-7.8
Cn1c(=O)c2c(nc(CN3CCOCC3)n2CC(O)CO)n(C)c1=O (stereo not drawn)	1.9
Cc1ccc(NCC(O)C(O)C(O)CO)cc1C (stereo not drawn)	4.8
O=c1c2ccccc2cnn1-c1nc2ccccc2s1	-3.5
CC1=CC(C)(C)N2C(=O)C3(C(C#N)=C(N)Oc4cc(C)oc(=O)c43)c3cccc1c32 (stereo not drawn)	-8.0
CC(=O)CCc1c(C)[nH]c2ccccc2c1=O	12.2
CCc1ccc(OCc2nc(-c3ccccn3)no2)c(Br)c1	5.4
COc1ccc(CN2C(=O)c3ccccc3C2C(=O)NC2CCCC2)c(OC)c1 (stereo not drawn)	4.6
O=C(c1ccncc1)c1ccc(Br)cc1	-9.2
O=C(CCN1CCN(CCO)CC1)Nc1ccc(OCc2ccccc2)cc1	17.6
C1CCN=C(Nc2nc3c(s2)CCCC3)CC1	1.4
C/C(N)=C(/C#N)C(=O)COC(=O)c1cc(C)n(-c2ccc(F)cc2)c1C	10.6
Cc1nn(Cc2ccccc2)c(C)c1NC(=O)CSc1nc2sc3c(c2c(=O)n1C)CCC3	-12.2
CCN(CC)S(=O)(=O)c1cc(C(=O)Nc2ccccn2)ccc1C	-1.9
O=C(c1cc2ccccc2oc1=O)N(Cc1cccs1)C1CCS(=O)(=O)C1 (stereo not drawn)	-16.2
Cc1cc(NC(=O)C2=C(O)c3ccccc3S(=O)(=O)N2C)no1	6.1
O=C(Nc1cc(C(=O)N2CCCC2)ccc1N1CCCC1)c1ccccc1	-16.4
CCC(C)Nc1nc2c(c(=O)n(C)c(=O)n2C)n1Cc1ccc(F)cc1 (stereo not drawn)	-8.4
More entries follow.
SMILES	Ecoli WT growth
Cc1ccc(Cn2nnc3c(=O)[nH]c(C4CCN(C(=O)c5cccs5)CC4)nc32)cc1	5.8
O=C(O)CSc1ncn[nH]1	-6.7
CCN(CC)CCN1C(=O)C(=O)/C(=C(/O)c2ccc(OC(C)C)cc2)C1c1ccncc1 (stereo not drawn)	3.3
O=C(NCc1cccnc1)c1cccc(NC(=O)c2ccco2)c1	-19.0
CC1(C)CC(=O)c2sc(NS(=O)(=O)Cc3ccccc3)nc2C1	-3.8
Cc1cc(C)cc(NC(=O)c2nnn(Cc3cc(C)ccc3C)c2N)c1	-0.6
O=C1C2CC=C(Cl)CC2C(=O)N1CNc1ccccn1 (stereo not drawn)	-3.1
O=C(Nc1cccc(Cl)c1)Nc1ccc2c(c1)OCO2	0.2
Cc1ccccc1-n1c(-c2cccnc2)n[nH]c1=S	-9.6
CCn1c(CNc2ccc(OC)cc2)nnc1SCC(=O)c1ccc(OC)cc1	11.2
O=C(COc1ccccc1Cl)N1CCCC1	3.0
OCC#CCSc1nnc(-c2ccccc2Br)o1	-5.6
CS(=O)(=O)N(CC(=O)N1CCN(Cc2ccccc2)CC1)Cc1ccccc1	6.5
CCOc1ccc(N2C(=O)CC(Sc3ncccn3)C2=O)cc1 (stereo not drawn)	-19.8
Cc1ccc(C(=O)CC(C(=O)O)n2cccn2)cc1 (stereo not drawn)	-19.8
CN1CCN(c2ccc(Cl)cc2NC(=O)c2cccc(S(=O)(=O)N(C)C)c2)CC1	-2.8
CCCCOc1ccc(N(CC(=O)NC2CCCC2)C(=O)CCC(=O)Nc2ccccn2)cc1	10.6
O=C(c1ccc(-c2cccc(C(F)(F)F)c2)o1)N1CCOCC1	-5.8
CC(C)(C)NC(=O)C1CCN(S(=O)(=O)c2ccc(Br)cc2)CC1	-16.9
Nc1nc(NCc2c(F)cccc2Cl)nn1-c1ccccc1	-20.8
CC(=O)N1CCN(Cc2nc3cc(NC(=O)C4CCCCC4)ccc3n2C)CC1	2.8
C=CCNc1nc2c(c(=O)n(C)c(=O)n2C)n1CCCCCC	-1.2
O=C(CSc1nnnn1-c1ccccc1)Nc1ccc(Cl)cc1	0.4
CCCCN(CC)CCNC(=O)c1cc2c(C)nc3ccccc3c2o1	6.1
O=C(NCc1ccc2c(c1)OCO2)c1cc2n(n1)C(C(F)(F)F)CC(c1ccc3c(c1)OCO3)N2 (stereo not drawn)	4.8
CCc1nnc(NC(=O)CCC(=O)Nc2ccccc2)s1	9.9
COc1ccc(-c2cc(=O)oc3c(C)c(O)c(CN(C)C)cc23)cc1	-8.2
Clc1ccc2c(N3CCCC3)ccnc2c1	-15.5
CCc1nc(SCC(=O)Nc2ccccc2C(=O)OC)n[nH]1	-4.7
Cc1cc(NS(=O)(=O)Cc2ccccc2)cc(C)c1OCC(=O)N1CCOCC1	-1.2
Cn1c(SCC(=O)O)nnc1C1CCCCC1	8.4
CCN(CC)Cc1nc2c(c(=O)[nH]1)C1(CCCCC1)Cc1ccccc1-2	8.9
O=C(CCC1COc2ccccc2O1)Nc1ccccn1 (stereo not drawn)	-11.2
CCCCc1cc(=O)oc2c(CN3CCCC3)c(O)c(Cl)cc12	-7.3
O=c1oc2cc(O)ccc2c2oc3cc(O)ccc3c12	2.3

Source: PubChem
